SDO1 yeast rescue: restores growth of sdo1-depleted yeast. S. cerevisiae sdo1-depleted JHY4D growth rescue, OD600 30 h; hits give high values; pdr5 snq2 efflux-pump mutant strain. z-score at 10 µM. actives 0.21% (n = 140,000);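 active = z-score above 3 at both the 24 hr and the 30 hr optical density reads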;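 also: z-score against mean and SD of all compound wells on the same plate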
Insulin prom inh: TRM-6 insulin promoter activity inhibition. inhibition, % at 2 µM. actives 0.9% (n = 130,000). TRM-6 cells (human fetal islet line), insulin promoter-eGFP reporter, imaging; reporter expression induced with tamoxifen;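 active = inhibition above the mean plus 3 SD, with well images judged a real hit on visual review, cut at about 60% in these data, passing the limit was not always enough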
SDO1 yeast rescue Rescue 24 h: also measured in SDO1 yeast rescue; calls as there; z-score; S. cerevisiae sdo1-depleted JHY4D growth rescue, OD600; measured here: growth rescue at 24 h;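 0 is the plate mean of compound wells and units are plate SD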
An asterisk follows results filed as active; . = no result given. An excerpt (hit frequency here may not be typical).

SMILES	SDO1 yeast rescue	SDO1 yeast rescue Rescue 24 h	Insulin prom inh
COc1ccc(CCC(=O)N2CCC3(CC2)OCCO3)cc1	-0.01	-0.29	-480.0
CCCc1[nH]nc2c1C1(C(=O)N(CC(N)=O)c3ccccc31)C(C(=O)OC)=C(N)O2 (stereo not drawn)	-0.67	-0.68	.
CC(C)CCOC(=O)c1c(N)n(CC2CCCO2)c2nc3ccccc3nc12 (stereo not drawn)	-2.03	-1.29	6.9
Cc1nc2ccccc2c(=O)n1-c1ccc(Br)cc1[N+](=O)[O-]	.	.	-14.3
CCC(=NCCO)c1c(O)n(-c2ccccc2)c(=O)[nH]c1=O	0.28	-0.21	-50.0
O=C(O)c1c[nH]c2ccc(S(=O)(=O)N(CCCl)CCCl)cc12	0.14	-0.64	.
O=C1CN=C(c2cccs2)c2c(sc3c2CCCC3)N1	-1.26	-0.65	3.1
Cc1nn(Cc2ccccc2Cl)c(C)c1C(=O)OCC(=O)NC1CCS(=O)(=O)C1 (stereo not drawn)	1.4	0.91	33.3
C1CNC2NCCNC2N1 (stereo not drawn)	1.52	0.16	14.3
CCCCC(C)C(OC(=O)CC(CC(=O)O)C(=O)O)C(CC(C)CC(O)CCCCC(O)CC(O)C(C)N)OC(=O)CC(CC(=O)O)C(=O)O (stereo not drawn)	0.75	-0.24	9.1

One compound at a time, as listed above.
O=C(O)c1c[nH]c2ccc(S(=O)(=O)N(CCCl)CCCl)cc12 reads SDO1 yeast rescue: 0.14; SDO1 yeast rescue Rescue 24 h: -0.64; Insulin prom inh: .
Cc1nn(Cc2ccccc2Cl)c(C)c1C(=O)OCC(=O)NC1CCS(=O)(=O)C1 (stereo not drawn) reads SDO1 yeast rescue: 1.4; SDO1 yeast rescue Rescue 24 h: 0.91; Insulin prom inh: 33.3
O=C1CN=C(c2cccs2)c2c(sc3c2CCCC3)N1 reads SDO1 yeast rescue: -1.26; SDO1 yeast rescue Rescue 24 h: -0.65; Insulin prom inh: 3.1

Remaining list, next part:
SMILES	SDO1 yeast rescue	SDO1 yeast rescue Rescue 24 h	Insulin prom inh
O=P(C(Cl)Cl)(N1CCCCC1)N1CCCCC1	0.26	-0.58	-50.0
O=C(COc1ccccc1)c1cn(Cc2ccccc2)c2ccccc12	0.04	-0.33	.
Cc1ccc(-n2c(C)cc(/C=C3/C(=O)NC(=O)N(C)C3=O)c2C)cc1	0.69	0.41	23.1
O=C(COc1ccccc1)N1CCN(CC(O)COc2ccccc2)CC1 (stereo not drawn)	1.11	0.32	.
CCN1CCN(S(=O)(=O)c2cnc(Cl)c(Br)c2)CC1	1.17	1.31	.
CCOc1cc(C2C(C#N)=C(N)Oc3c2c(=O)oc2ccccc32)ccc1OC(=O)c1cccs1 (stereo not drawn)	0.16	0.56	.
COc1ccc(OC)c2c1CCC1NCCOC21 (stereo not drawn)	-0.81	-0.86	50.0
CCc1nc2ccc(Br)cc2c(=O)n1-c1ccccc1C(F)(F)F	.	.	2.3
C=CCOC(=O)C1=C(C)OC(N)=C(C#N)[C@@]12C(=O)N(CC(N)=O)c1ccccc12	-1.11	-2.04	.
O=C1NC(=O)C(=Cc2ccc(OCC(=O)N3CCOCC3)cc2)C(=O)N1	1.15	1.5	24.3
CCCC/C(C)=C/[C@@H](NP(=O)(c1ccccc1)c1ccccc1)c1ccccc1	-1.78	-0.69	-18.2
Cc1ccc2c(c1)N(CCC(=O)N1CCC3(CC1)OCCO3)C(=O)C(C)O2 (stereo not drawn)	0.64	0.76	12.5
CCC(=NCCO)c1c(O)n(C2CCCCC2)c(=O)[nH]c1=O	0.85	0.59	-18.2
O=c1[nH]c(=O)n(-c2cccc3ccccc23)c(O)c1C=NCCCn1ccnc1	0.34	0.02	47.8
O=C1CN=C(c2ccccc2)c2cc(Br)ccc2N1Cc1cc(=O)n2ccccc2n1	-0.76	-1.42	28.9
Cc1c(N=Cc2c(O)n(Cc3ccc(F)cc3)c(=O)[nH]c2=O)c(=O)n(-c2ccccc2)n1C	0.98	1.28	7.1
CN1CCN(c2ccc(C(N)=O)cc2[N+](=O)[O-])CC1	0.42	0.66	25.0
O=C1CN=C(c2ccc(Br)cc2)c2c(sc3c2CCCC3)N1CCN1CCCCC1	.	.	-108.3
Cc1ccc(CNCCc2ccccc2F)cc1	-0.12	0.91	-7.4
Cc1ccsc1C(=O)C1CCCN(Cc2cc(C(C)C)n[nH]2)C1 (stereo not drawn)	.	.	-16.7

Single values from above:
SDO1 yeast rescue Rescue 24 h, `O=C1NC(=O)C(=Cc2ccc(OCC(=O)N3CCOCC3)cc2)C(=O)N1` is entered as 1.5
SDO1 yeast rescue, `CCC(=NCCO)c1c(O)n(-c2ccccc2)c(=O)[nH]c1=O` is entered as 0.28

(continued)
SMILES	SDO1 yeast rescue	SDO1 yeast rescue Rescue 24 h	Insulin prom inh
Cc1ccsc1C(=O)C1CCCN(Cc2ccc(O)cc2)C1 (stereo not drawn)	.	.	11.1
C/C(Cl)=C/CC1(CN2CCCC2=O)C(=O)NC(=O)NC1=O	0.22	0.44	-54.5
C=C1C(O)(c2ccccc2)C2CC[N+]1(C)CC2 (stereo not drawn)	0.16	-0.69	51.4
Cc1ccc(Sc2ccc(C=C3C(=O)N(C)C(=O)N(C)C3=O)o2)cc1	.	.	-10.5
CC(Cc1ccccc1)NC(=O)/C=C/c1ccc(Cl)cc1 (stereo not drawn)	-1.86	-1.87	.
CCOC(=O)C1C2c3ccccc3O[C@@]1(C)N=C1SCC(=O)N12 (stereo partly drawn)	0.43	-0.36	.
Cc1cccc(N2C(=O)NC(=O)/C(=C\c3cnn(-c4ccccc4)c3)C2=O)c1	0.23	0.36	-11.6
N#Cc1c(/N=C/c2c(O)n(Cc3ccco3)c(=O)[nH]c2=O)sc2c1CCCC2	0.64	-0.07	.
Cc1ccccc1NC(=S)NC(NC(=O)CF)C(Cl)(Cl)Cl (stereo not drawn)	0.54	-0.62	-46.7
O=C(CN1CCOCC1)Nc1ccc(Br)cc1C(=O)c1ccccc1	0.44	0.66	-100.0

Only Insulin prom inh and SDO1 yeast rescue, for some of the entries so far:
Compound | Insulin prom inh | SDO1 yeast rescue
Cc1ccccc1NC(=S)NC(NC(=O)CF)C(Cl)(Cl)Cl (stereo not drawn) | -46.7 | 0.54
Cc1ccsc1C(=O)C1CCCN(Cc2ccc(O)cc2)C1 (stereo not drawn) | 11.1 | .
Cc1cccc(N2C(=O)NC(=O)/C(=C\c3cnn(-c4ccccc4)c3)C2=O)c1 | -11.6 | 0.23
CC(Cc1ccccc1)NC(=O)/C=C/c1ccc(Cl)cc1 (stereo not drawn) | . | -1.86
N#Cc1c(/N=C/c2c(O)n(Cc3ccco3)c(=O)[nH]c2=O)sc2c1CCCC2 | . | 0.64

The results go on.
SMILES	SDO1 yeast rescue	SDO1 yeast rescue Rescue 24 h	Insulin prom inh
c1ccc(CN2CCN(Cc3ccc4c(c3)OCCO4)CC2)cc1	1.91	1.11	.
COc1ccc(-c2nc3ccccc3c(=O)n2-c2nccs2)cc1	-1.34	-1.12	60.5
CCN(CC)CCN=Cc1c(O)n(CCc2ccccc2)c(=O)[nH]c1=O	0.13	0.2	.
COc1ccc(Cn2c(N)c(C(=O)NCc3ccco3)c3nc4ccccc4nc32)cc1OC	-1.77	-1.01	.
CN1CC=C(c2c[nH]c3ccccc23)CC1	-0.04	-0.05	.
CN1CCN(c2cc(N3CCCCCC3)c(F)cc2[N+](=O)[O-])CC1	-0.02	-0.37	-48.1
CC(=O)c1ccc(OC(NC(=O)c2ccco2)C(Cl)(Cl)Cl)cc1 (stereo not drawn)	0.11	-0.3	9.7
N=C1c2ccccc2CN1NC(=O)c1ccc(F)cc1	2.29	1.98	.
CC(C)NS(=O)(=O)c1ccc(OCC(=O)N2CCN(Cc3ccc4c(c3)OCO4)CC2)c(Cl)c1	0.44	0.48	-7.1
Cc1ccc2c(c1)CCCN2N=O	0.47	0.32	2.9
c1ccc(-c2ccc(-c3n(-c4ccccn4)c4ccccc4[n+]3-c3ccccn3)cc2)cc1	.	.	0.0
O=C(NC(Oc1ccccc1)C(Cl)(Cl)Cl)c1ccccc1 (stereo not drawn)	-0.26	-1.03	25.8
COc1ncccc1C(=O)NCC(CC(=O)O)c1ccccc1 (stereo not drawn)	0.66	0.74	22.6
CCN1C(=O)c2ccccc2Sc2ccc(C(=O)N3CCC4(CC3)OCCO4)cc21	-0.02	-0.88	.
CCN(CC)c1ccc(N=Cc2c(O)n(-c3ccc(OC)cc3)c(=O)[nH]c2=O)cc1	-0.11	-0.4	32.2
Clc1ccc2c(c1)C(c1ccccc1Cl)=NCc1nnc(N3CCN(CCSc4ccccc4)CC3)n1-2	-1.28	-0.41	.
O=C(CN1CC=C(c2ccccc2)CC1)Nc1cc(Cl)ccc1Cl	-1.16	-0.21	-44.8
CN1CCN(c2ccc3nccnc3c2)CC1	.	.	16.7
O=S1(=O)CC2(N3CCOCC3)CCCCC21 (stereo not drawn)	1.39	1.3	26.9
O=P(OCC(F)(F)C(F)F)(N1CCCCC1)N1CCCCC1	-0.77	-1	35.1

Continued (2 carried over from the part before).
SMILES	SDO1 yeast rescue	SDO1 yeast rescue Rescue 24 h	Insulin prom inh
O=S1(=O)CC2(N3CCOCC3)CCCCC21 (stereo not drawn)	1.39	1.3	26.9
O=P(OCC(F)(F)C(F)F)(N1CCCCC1)N1CCCCC1	-0.77	-1	35.1
Cc1oc(-c2cccs2)nc1CSCC(=O)N1CCC2(CC1)OCCO2	0	0.03	-9.3
CCOC(=O)C1CCN(/C=C2/C(=O)NC(=O)N(c3ccc(OCC)cc3)C2=O)CC1	-0.18	-0.61	.
CCCOC(=O)c1c(N)n(Cc2cccs2)c2nc3ccccc3nc12	-2.51	-1.88	6.7
CN(C)CCc1nn[nH]n1	1.2	1.16	13.8
O=C(c1cccn2c(=O)c3ccc(Cl)cc3nc12)N1CCC2(CC1)OCCO2	0.26	-0.21	34.2

Assay outcomes (PubChem)
